Screening data as filed in PubChem.
RXFP1 agonist = agonists of human relaxin receptor RXFP1; Q9HBX9; HEK293T-RXFP1 cAMP TR-FRET, 30 min; response scale: percent of porcine relaxin response, buffer zero; Potency, µM (highest dose often 57.5 µM), inactives show top-dose activation, actives largely listed as activators; 370,000 compounds, 0.3% hits; AID 2676; also: potency is read from the fitted curve at half-maximal effect; % is scaled to controls: 0 for no effect and ±100 for the full control effect; nearly all actives have a fitted effect of over 60% in size; many of its hits are not listed in these tables
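HEK293T cells stably expressing RXFP1 were pretreated with the PDE4 inhibitor Ro 20174, exposed to compounds for 30 min at 37C, lysed, and cAMP was read by TR-FRET. Data normalized to buffer (basal) and 29 nM porcine relaxin (100%).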
D1 PAM = potentiators of human D1 dopamine receptor; P21728; HEK293 TREx D1 cells, calcium flux, dopamine EC20 potentiation; potentiation, % at 10 µM; 360,000 compounds, 0.036% hits; AID 504651; in the data active = potentiation above about 30%; also: 0% is about no effect
Glioma ERSR ind = inducers of ER stress response in human glioma cells; Potency, µM, for inactives: at the highest dose activation, hits mostly activators; 420,000 compounds, 0.02% hits; U87-MG GRP78 promoter luciferase reporter, 16 h; AID 602332; also: potency is read from the fitted curve at half-maximal effect; series mostly up to about 76 µM; % of control where 0% means no effect; nearly all actives have a fitted effect of over 35% in size
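ERSR induction read as luciferase luminescence (Bright-Glo, 10 min at room temperature) in stably transfected human U87-MG glioma cells exposed to compounds for 16 h, using GRP78 as sensor.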
Vif-A3G inh = Vif-A3G binding inhibition; Q9HC16; HeLa A3G-eYFP + Vif (tagged APOBEC3G with the HIV-1 protein that degrades it), YFP fluorescence, overnight; Potency, µM (highest dose often 46.1 µM), for the others: at the highest dose activity, negative = active, actives largely listed as inhibitors; 410,000 compounds, 0.076% hits;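 also: potency is read from the fitted curve at half-maximal effect; % is scaled to controls: 0 for no effect and ±100 for the full control effect; nearly all actives have a fitted effect of over 60% in size; hits raise eYFP signal because A3G escapes Vif-driven loss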
Target sequence (Q9HC16 whole entry, looked up): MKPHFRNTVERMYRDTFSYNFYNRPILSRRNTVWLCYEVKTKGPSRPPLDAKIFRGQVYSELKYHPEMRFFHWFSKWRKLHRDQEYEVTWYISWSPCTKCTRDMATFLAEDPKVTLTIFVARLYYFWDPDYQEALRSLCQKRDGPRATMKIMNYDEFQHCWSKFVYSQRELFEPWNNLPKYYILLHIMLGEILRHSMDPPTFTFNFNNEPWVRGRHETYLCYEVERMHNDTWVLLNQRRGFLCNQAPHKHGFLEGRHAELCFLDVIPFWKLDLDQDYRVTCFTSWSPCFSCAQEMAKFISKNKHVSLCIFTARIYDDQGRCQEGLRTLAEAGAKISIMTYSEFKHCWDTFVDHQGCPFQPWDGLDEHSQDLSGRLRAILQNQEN
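HeLa cells stably expressing Vif and C-terminally eYFP-tagged A3G, seeded overnight at 37 deg C, then exposed to compound by pintool overnight at 37 deg C. Rise in yellow fluorescence (Ex 488/Em 500-530, Acumen) marks blocked Vif-driven A3G degradation.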
D1 antag = antagonists of human D1 dopamine receptor. P21728. 360,000 compounds, 3.2% hits. HEK293 TREx D1 cells, calcium flux, dopamine EC80; hits give low values. activity change, negative = inhibition, % at 10 µM; in the data active = activity change below about -30%; also: % is scaled to controls: 0 for no effect and ±100 for the full control effect
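Kinetic fluorescence of a calcium dye serves as the read-out. D1-expressing Hek293 Trex cells, induced overnight at 30 C, are exposed to compound for 180 s before an EC80 dopamine addition, then read 180 s further.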
D1 agonist = agonists of human D1 dopamine receptor; activation, % at 2 µM; P21728; 360,000 compounds, 1% hits; HEK293 T-REx D1 cells, calcium flux, agonist mode; in the data active = activation above about 30%; also: 0% is about no effect
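Agonism was scored from calcium flux recorded over 180 s (1 read/s) after pintool compound addition, following a 10-cycle baseline. Cells were inducible force-coupled HEK293 TREx D1, plated overnight at 30 C and loaded with no-wash calcium dye.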
D2 potentiator = positively modulates the human D2 dopamine receptor allosterically | HEK293 T-REx D2, calcium flux, EC20 dopamine potentiation | 340,000 compounds, 0.34% hits | P14416 | potentiation, % at 10 µM;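 active = potentiation over 3 SD above the plate norm, cut at about 30% in these data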; also: 0% is about no effect
Target sequence (P14416 whole entry, looked up): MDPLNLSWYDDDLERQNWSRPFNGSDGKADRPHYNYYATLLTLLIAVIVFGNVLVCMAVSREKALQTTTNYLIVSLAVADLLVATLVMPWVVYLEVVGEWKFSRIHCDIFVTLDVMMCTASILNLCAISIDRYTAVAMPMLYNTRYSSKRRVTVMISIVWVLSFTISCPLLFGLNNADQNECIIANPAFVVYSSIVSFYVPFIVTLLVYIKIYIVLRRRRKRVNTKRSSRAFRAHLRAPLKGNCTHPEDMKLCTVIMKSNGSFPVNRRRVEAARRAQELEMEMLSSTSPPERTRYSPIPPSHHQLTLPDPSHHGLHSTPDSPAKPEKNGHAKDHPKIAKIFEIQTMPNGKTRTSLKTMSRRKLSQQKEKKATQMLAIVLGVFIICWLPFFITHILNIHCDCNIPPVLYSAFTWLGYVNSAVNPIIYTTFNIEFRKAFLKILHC
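Tetracycline-induced HEK293 T-REx cells force-coupled to calcium signalling expressed D2; compounds were pin-added after a 10 s baseline, read kinetically 180 s, then an EC20 dopamine challenge followed with a further 180 s calcium read.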
Vif-APOBEC3F blk = Vif-A3F binding inhibition | Potency, µM (titrated, usually from 46.1 µM), without a hit: at the highest dose activity, negative = active | 390,000 compounds, 0.2% hits | HeLa A3F-eYFP + Vif (tagged APOBEC3F with the HIV-1 protein that degrades it), YFP fluorescence increase; also: potency is read from the fitted curve at half-maximal effect; % of control where 0% means no effect; nearly all actives have a fitted effect of over 65% in size
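Fluorescence increase (Ex 488/Em 500-530) after overnight compound treatment at 37 deg C flags inhibition of Vif-driven A3F-eYFP loss in stable HeLa A3F-eYFP/Vif cells seeded overnight beforehand.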
LDHA inh = blocks human lactate dehydrogenase A. 480,000 compounds, 0.15% hits. purified LDHA, NADH/diaphorase-resazurin fluorescence; hits give low values. P00338. activity change, % (values are at about 110 or 230 µM); in the data active = activity change below about -30%; inconclusive = mostly about -25% to -30%;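 also: plate controls were DMSO wells for no effect and wells without enzyme for full effect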
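Human LDH5 (2 nM) was incubated with 0.06 mM NADH and 0.2 mM pyruvate for 5 min at room temperature in Tris pH 7.4. Remaining NADH was coupled through diaphorase/resazurin, and resorufin fluorescence was read at 0 and 20 min.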
Active calls of the source: *. Unless noted, calls follow the shape of the dose curve; as a rule, active = well fitted curve in the direction sought with a large enough effect; inconclusive = small, poorly fitted or top-dose-only effect, or another doubt; inactive = no such curve, though single readings can be large; an effect the other way counts as inactive or inconclusive.

How did COc1ccc(C(c2nnnn2Cc2cccs2)N2CCN(c3ccccc3)CC2)cc1OC (centres undefined) do in these assays?
RXFP1 agonist: 1.0%; D1 PAM: 3; Glioma ERSR ind: -5%; Vif-A3G inh: 4%; D1 antag: -2; D1 agonist: 2; D2 potentiator: 15; Vif-APOBEC3F blk: 1%; LDHA inh: -4

What do the screens show for `Cc1ccc(NS(=O)(=O)c2ccc(Cl)c(NC(=S)NC(=O)C3CCCCC3)c2)cc1Cl`?
RXFP1 agonist: 0.5%; D1 PAM: -4; Glioma ERSR ind: -15%; Vif-A3G inh: -11%; D1 antag: 18; D1 agonist: 5; D2 potentiator: -8; Vif-APOBEC3F blk: 0%; LDHA inh: -7

Results for CC(=O)N1CCN(c2ccccc2NC(=O)c2cccs2)CC1 ?
RXFP1 agonist: -2.6%; D1 PAM: -5; Glioma ERSR ind: -3%; Vif-A3G inh: -1%; D1 antag: 10; D1 agonist: 2; D2 potentiator: 5; Vif-APOBEC3F blk: -4%; LDHA inh: -5

How did O=c1c2ccccc2oc2cc(Br)ccc12 do in these assays?
Glioma ERSR ind: -1%; Vif-A3G inh: 2%; Vif-APOBEC3F blk: 4%; LDHA inh: -3

What do the screens show for `O=C(NCCN1CCCC1=O)C1CCC(=O)N(CCc2ccc(Cl)cc2)C1` (centres undefined)?
RXFP1 agonist: -0.9%; D1 PAM: 2; Glioma ERSR ind: -2%; Vif-A3G inh: 0%; D1 antag: -10; D1 agonist: 0; D2 potentiator: -8; Vif-APOBEC3F blk: -13%; LDHA inh: -7

What do the screens show for `O=C(/C=C/c1ccccc1Cl)Nc1cccc(S(=O)(=O)NC2=NCCCCC2)c1`?
RXFP1 agonist: 1.4%; D1 PAM: -7; Glioma ERSR ind: 0%; Vif-A3G inh: -14%; D1 antag: -18; D1 agonist: 4; D2 potentiator: -4; Vif-APOBEC3F blk: -10%; LDHA inh: 1

How did NS(=O)(=O)c1ccc(CCNCc2ccccc2OCc2ccc(Cl)cc2)cc1 do in these assays?
RXFP1 agonist: 1.0%; D1 PAM: -8; Glioma ERSR ind: -7%; Vif-A3G inh: -2%; D1 antag: -48*; D1 agonist: 53*; Vif-APOBEC3F blk: 0%; LDHA inh: -3

How did CC(C)n1nnnc1-c1cc(Cl)cc(Cl)c1 do in these assays?
RXFP1 agonist: -2.9%; D1 PAM: -2; Glioma ERSR ind: -7%; Vif-A3G inh: 1%; D1 antag: 1; D1 agonist: -1; D2 potentiator: 7; Vif-APOBEC3F blk: -10%; LDHA inh: 1

What do the screens show for `Cc1ccc(C(=O)CCC(=O)Nc2ccccc2C)cc1C`?
RXFP1 agonist: -0.7%; D1 PAM: 2; Glioma ERSR ind: 0%; Vif-A3G inh: -5%; D1 antag: 12; D1 agonist: 2; D2 potentiator: 7; Vif-APOBEC3F blk: 7%; LDHA inh: -5

What do the screens show for `C1CSC2(N1)C1CC3CC(C1)CC2C3` (centres undefined)?
RXFP1 agonist: -1.7%; D1 PAM: -8; Glioma ERSR ind: 0%; Vif-A3G inh: 0%; D1 antag: -7; D1 agonist: 0; D2 potentiator: 4; Vif-APOBEC3F blk: 3%; LDHA inh: -4

How did Nc1cc(S(=O)(=O)c2ccc(N3CCCCC3)c(N)c2)ccc1N1CCCCC1 do in these assays?
Glioma ERSR ind: -5%; Vif-A3G inh: 4%; Vif-APOBEC3F blk: -7%; LDHA inh: 0

Results for CCNC(=S)N/N=C/c1cc(C)ccc1C ?
RXFP1 agonist: -0.8%; D1 PAM: 4; Glioma ERSR ind: -3%; Vif-A3G inh: -5%; D1 antag: 15; D1 agonist: 0; D2 potentiator: 4; Vif-APOBEC3F blk: inconclusive; LDHA inh: -10

How did COc1cccc(-n2nnc3c(=O)n(C/C=C/c4ccccc4)cnc32)c1 do in these assays?
RXFP1 agonist: -0.2%; D1 PAM: -10; Glioma ERSR ind: 0%; Vif-A3G inh: 1%; D1 antag: -41*; D1 agonist: 0; D2 potentiator: 20; Vif-APOBEC3F blk: 0%; LDHA inh: 2

What do the screens show for `O=C(CN1C(=O)COc2ccc(S(=O)(=O)N3CCCC3)cc21)N1CCCC1`?
RXFP1 agonist: 11%; D1 PAM: 2; Glioma ERSR ind: -4%; Vif-A3G inh: 3%; D1 antag: 7; D1 agonist: 2; D2 potentiator: 1; Vif-APOBEC3F blk: 3%; LDHA inh: -3

How did CC(=O)c1cc(-c2ccc(F)cc2)n(CC(=O)NCc2ccc(C)cc2)c1C do in these assays?
RXFP1 agonist: 15%; D1 PAM: -1; Glioma ERSR ind: -2%; Vif-A3G inh: -2%; D1 antag: -6; D1 agonist: 3; D2 potentiator: 7; Vif-APOBEC3F blk: -2%; LDHA inh: -14

What do the screens show for `NS(=O)(=O)c1ccc(SCc2ccccc2)nc1`?
Glioma ERSR ind: 4%; Vif-A3G inh: 1%; Vif-APOBEC3F blk: -13%; LDHA inh: -4

What do the screens show for `CCOC(=O)C1CCCN(C(=O)c2ccc(CNc3c(N4CCC(C)CC4)c(=O)c3=O)cc2)C1` (centres undefined)?
RXFP1 agonist: -0.3%; D1 PAM: -2; Glioma ERSR ind: -3%; Vif-A3G inh: 1%; D1 antag: 4; D1 agonist: 0; D2 potentiator: 5; Vif-APOBEC3F blk: 1%; LDHA inh: 0

Results for Cc1cc2ccccn2c1C(=O)c1ccc([N+](=O)[O-])o1 ?
RXFP1 agonist: 1.0%; D1 PAM: -6; Glioma ERSR ind: -14%; Vif-A3G inh: inconclusive; D1 antag: -11; D1 agonist: 7; D2 potentiator: 2; Vif-APOBEC3F blk: 11µM*; LDHA inh: -5

Results for Cc1sc(NC(=O)CSc2nnc(N)s2)c(C#N)c1C ?
RXFP1 agonist: 0.3%; D1 PAM: -14; Glioma ERSR ind: 1%; Vif-A3G inh: 2%; D1 antag: -5; D1 agonist: 4; D2 potentiator: 4; Vif-APOBEC3F blk: -4%; LDHA inh: 2

How did CCOc1ccc(C(=O)Nc2cccc(C(=O)OCc3cc(=O)n4nc(C5CC5)sc4n3)c2)cc1 do in these assays?
RXFP1 agonist: 8.4%; D1 PAM: 0; Glioma ERSR ind: -7%; Vif-A3G inh: -12%; D1 antag: -5; D1 agonist: 4; D2 potentiator: 5; Vif-APOBEC3F blk: -5%; LDHA inh: -4

What do the screens show for `O=C(Nc1cccc(S(=O)(=O)NC2=NCCC2)c1)c1cc(F)c(F)c(F)c1F`?
RXFP1 agonist: -1.1%; D1 PAM: -5; Glioma ERSR ind: -1%; Vif-A3G inh: -1%; D1 antag: 4; D1 agonist: 5; D2 potentiator: 1; Vif-APOBEC3F blk: 9%; LDHA inh: -2

What do the screens show for `CCc1ccc(-c2cc(C)no2)cc1S(=O)(=O)NCCc1ccc(S(N)(=O)=O)cc1`?
RXFP1 agonist: -2.5%; D1 PAM: -8; Glioma ERSR ind: -5%; Vif-A3G inh: 1%; D1 antag: -30; D1 agonist: 15; D2 potentiator: 1; Vif-APOBEC3F blk: -1%; LDHA inh: -1

How did COc1ccc(-c2nnn(Cc3nc(N)nc(N4CCOCC4)n3)n2)cc1OC do in these assays?
RXFP1 agonist: 4.9%; D1 PAM: -3; Glioma ERSR ind: 0%; Vif-A3G inh: 2%; D1 antag: 8; D1 agonist: 3; D2 potentiator: -6; Vif-APOBEC3F blk: -7%; LDHA inh: -5

Results for O=C(C1CCCCC1)N1CCN(C(=O)C2CCCCC2)CC1 ?
RXFP1 agonist: 0.2%; D1 PAM: -4; Glioma ERSR ind: -2%; Vif-A3G inh: 1%; D1 antag: -13; D1 agonist: 5; D2 potentiator: -8; Vif-APOBEC3F blk: 0%; LDHA inh: 4

What do the screens show for `COc1ccc(-c2oc3ccccc3c2C(=O)Oc2ccccc2)cc1`?
RXFP1 agonist: 13%; D1 PAM: 6; Glioma ERSR ind: -3%; Vif-A3G inh: -6%; D1 antag: -5; D1 agonist: 15; D2 potentiator: -7; Vif-APOBEC3F blk: 0%; LDHA inh: -5

Results for O=c1[nH]c2ccccc2c2oc(CCl)nc12 ?
RXFP1 agonist: -0.8%; D1 PAM: 1; Glioma ERSR ind: inconclusive; Vif-A3G inh: 0%; D1 antag: -7; D1 agonist: 3; D2 potentiator: -11; Vif-APOBEC3F blk: 17%; LDHA inh: -10

Results for Cc1ccc(CNC(=O)c2ccc3c(c2)c(C)c(C)n3Cc2ccccc2)o1 ?
RXFP1 agonist: 0.9%; D1 PAM: -7; Glioma ERSR ind: -1%; Vif-A3G inh: inconclusive; D1 antag: -28; D1 agonist: 5; D2 potentiator: -1; Vif-APOBEC3F blk: 0%; LDHA inh: 5

How did CC1(c2nnc(Cc3ccccc3)o2)CC(c2ccc(Cl)cc2)=NO1 (centres undefined) do in these assays?
Glioma ERSR ind: -5%; Vif-A3G inh: 1%; Vif-APOBEC3F blk: -4%; LDHA inh: 2

Results for Cc1occc1C(=O)Nc1nn[nH]n1 ?
RXFP1 agonist: -0.2%; D1 PAM: 2; Glioma ERSR ind: -5%; Vif-A3G inh: 1%; D1 antag: 1; D1 agonist: 1; D2 potentiator: -8; Vif-APOBEC3F blk: -7%; LDHA inh: -6

What do the screens show for `CSc1ncc(C(=O)Nc2ccccc2)cn1`?
RXFP1 agonist: 1.4%; D1 PAM: 0; Glioma ERSR ind: 0%; Vif-A3G inh: 7%; D1 antag: -1; D1 agonist: 6; D2 potentiator: -3; Vif-APOBEC3F blk: 2%; LDHA inh: -9

What do the screens show for `COc1ccc(S(=O)(=O)N(CC(=O)N2CCCC2)Cc2ccccc2)cc1`?
RXFP1 agonist: 0.3%; D1 PAM: -3; Glioma ERSR ind: 7%; Vif-A3G inh: -3%; D1 antag: 4; D1 agonist: 1; D2 potentiator: 8; LDHA inh: -2

Not all compounds are listed; the hit share may differ from the screen's.
